# miR122 inh: miR-122 Renilla sensor signal increase in Huh7, primary screen, miR-122 inhibitor project, cell-based, single point, plate reader. Huh7 miR-122 Renilla luciferase sensor, 48 h; neutral wells = 0, positive control = 100. activation (reporter increase), % at 12.5 µM. actives 0.3% (n = 340,000);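 active means mean replicate activation score at least 90 and every replicate individually at or above 90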;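 further: higher luciferase means less miR-122 activity so hits act as miR-122 inhibitors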
# Cneo AK release: Cryptococcus neoformans cell lysis inducers, primary screen, AK release luminescence, single concentration. lysis activity, % at 15 µM. actives 0.2% (n = 360,000). C. neoformans lysis, adenylate kinase release luminescence, 4 h; normalised: neutral wells 0, clomiphene wells 100;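 active means mean lysis activity across replicates of at least 80%, whatever share of replicates individually reach that level; inactive means mean lysis activity below 80%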
#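 Material – Cryptococcus neoformans yeast cells · Quantity – 5 × 10^6 yeast cells/mL · Buffer or medium – YPD medium · Compound – single dose · Timing – 4 h static compound exposure, 37 °C, read 1 h post-reagent · Signal – adenylate kinase release luminescence · Read-out basis – lysis from increased AK signal · Benchmarks – Clomiphene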
# INS-1E GSIS act: GLuc luminescence reporter in INS-1E cells, primary screen for activators of glucose-dependent secretion of insulin. AID 743287, 2014. INS-1E GLuc reporter insulin secretion, 2-3 h. activation, % at 16.6 µM. actives 0.61% (n = 370,000);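 active means lowest replicate activation of at least 40%, so every replicate reaches that level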;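 further: 0% = median of neutral control wells and 100% = median of IBMX positive control wells; some compounds called inactive have numbers as strong as hits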
# FN deposition inh: inhibitors of fibronectin matrix deposition, primary screen, AH1F cells, Alexa488-fibronectin fluorescence, plate reader; actives 0.086% (n = 350,000); AH1F fibroblasts, overnight; inhibition, % at 12.6 µM;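 active means mean inhibition across replicates of 30% or more, regardless of how many single replicates reach that level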;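 further: positive control wells lacked labelled fibronectin entirely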
#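 Assay system: AH1F fibroblast monolayer, labelled fibronectin deposition. Amount: 10000 cells per well. Also added: labelled fibronectin 24 nM. Compound: single-point pinned compound. Incubation: cell attachment 1 h, compound and FN exposure overnight. Detection: fluorescence after three HBSS washes, excitation 485 nm, emission 525 nm. Read-out: inhibition of fibronectin deposition signal.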
# C2C12 statin: suppressors of statin myotoxicity in C2C12 myotubes, primary screen, cell-based, single point, plate reader. C2C12 myotubes + simvastatin, ATP luminescence, 48 h; scaled: DMSO 0, geranylgeraniol control 100. actives 0.78% (n = 330,000). AID 602340, 2012. rescue of ATP level, % at 7.49 µM;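 active means mean ATP rescue above about 67%, or every replicate alone reaching that limit, limit read from the data, passing the limit was not always enough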;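 further: myotubes were challenged with 10 µM simvastatin during compound exposure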
# PglD DTNB: C. jejuni PglD acetyltransferase inhibitors, primary screen, biochemical, DTNB colorimetric, single point. UDP-N-acetylbacillosamine N-acetyltransferase PglD (Campylobacter jejuni). purified PglD enzyme, DTNB colorimetric CoA detection. inhibition, % at 12.5 µM. actives 0.098% (n = 360,000). AID 602405, 2012; in the data active means inhibition above about 16%, passing the limit was not always enough; further: strong numbers were not always called active
# PGC1a acetyl inh: inhibitors of PGC1a acetylation signal, primary screen, cell-based, U2OS, AlphaScreen, inhibitor mode; AlphaScreen anti-acetyl-lysine; with virally co-expressed GCN5 acetyltransferase; inhibition, % at 15.6 µM; actives 0.17% (n = 350,000);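 active means every replicate shows inhibition of at least 40%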;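 further: 0% = neutral control wells and 100% = positive control wells; some results beyond the cut were filed as inactive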
# CFTR F508del cor: F508del CFTR correction, initial screen, CFBE line, single point; CFBE cells, YFP halide quenching; stimulated with forskolin plus potentiator P3; % fluorescence drop versus neutral controls; activity (quench increase), % at 7.58 µM; actives 0.36% (n = 350,000);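 active means mean added fluorescence quench of at least 8% versus neutral control, with both replicates also reaching 8%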;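 further: cells transiently co-express mutant CFTR-F508del with the halide-sensitive YFP; corrector assay measuring rescue of mutant channel to the surface after 24 h compound exposure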
# Active calls of the source: *; . = no result given; [ ] = dose if it differs, or a comment.
SMILES,miR122 inh,Cneo AK release,INS-1E GSIS act,FN deposition inh,C2C12 statin,PglD DTNB,PGC1a acetyl inh,CFTR F508del cor
Cc1cc(C)c2cc(C(c3nnnn3C3CCCC3)N3CCOCC3)c(=O)[nH]c2c1 (stereo not drawn),29,2,.,-6,0,-2,4,.
Cc1cccc(-c2nnc(SCC(=O)N3CCCC3)o2)c1,-14,1,13,4,-3,-2,-3,-2.3
Cc1cc(NC(=O)c2ccccc2F)n(C(C)(C)C)n1,-2,-1,9,5,.,1,7,-1.7
Cc1nn(-c2ccccc2)c2sc(C(=O)OCc3nnc(-c4ccccc4)o3)cc12,-2,-1,.,-3,-16,2,-7,.
CO[C@H]1CN(C)C(=O)c2cc(NC(=O)c3ccccc3F)ccc2OC[C@@H](C)NC[C@H]1C,.,-3,11,5,4,-3,-5,1.8
C[C@H]1CN([C@@H](C)CO)C(=O)c2cc(-c3ccccc3F)cnc2O[C@@H]1CN(C)Cc1ccccc1F,-1[16.7 µM],-2,-7,-10,-2,-2,-7,-1.3
Cc1ccc(S(=O)(=O)N(C)C[C@@H]2Oc3cc(-c4cccc(F)c4)ccc3S(=O)(=O)N([C@@H](C)CO)C[C@H]2C)cc1,-11[16.7 µM],2,-7,.,-97,0,-31,5.4
CCOC(=O)C1CCCN(Cc2cccc(Oc3ccccc3)c2)C1 (stereo not drawn),-3,-1,-25,-6,-4,-6,0,-2.1
CC(C)CC#Cc1ccc2c(c1)O[C@@H](CN(C)Cc1cncnc1)[C@@H](C)CN([C@H](C)CO)S2(=O)=O,-10[16.7 µM],-2,-14,.,23,-4,2,-0.3
CC1(C)CC(=O)c2cc(O)ccc2O1,-5,0,21,3,.,1,6,-0.7
Cc1ccc(NC(=O)C2CC2)cc1S(=O)(=O)N1CCOCC1,8,2,9,2,4,-2,6,0.9
Cc1ccc(-n2c(=O)c3sccc3n(CC(=O)NCc3ccco3)c2=O)cc1,-3,2,.,-3,.,-1,6,.
Cc1cc(NS(=O)(=O)c2ccc(NC(=O)CCCOc3ccccc3C)cc2)nc(C)n1,15,0,-2,-3,14,1,23,1.8
Cc1ccc(/C=C/C(=O)Nc2ccc(S(=O)(=O)Nc3onc(C)c3C)cc2)cc1,.,0,-4,-3,13,-2,.,1.0
O=C(C[C@@H]1C=C[C@@H](NC(=O)c2ccccn2)[C@H](CO)O1)NCc1cccc(F)c1,.,-2,2,-11,-2,-2,-1,1.6
C[C@@H](NC(=O)C[C@@H]1C[C@@H]2c3cc(NC(=O)C4CCOCC4)ccc3O[C@@H]2[C@H](CO)O1)c1ccccc1,-4[16.7 µM],0,-5,.,0,2,2,1.2
c1ccc2c(c1)CCCN2Cc1nnnn1CC1CCCO1 (stereo not drawn),-9,1,.,1,3,1,-10,.
CC1(C)OC2OC(C3COC(=O)O3)C(OC(=O)c3ccccc3)C2O1 (stereo not drawn),.,-2,7,4,1,2,4,-2.1
O=C(NCCS(=O)(=O)N1CCN(c2ccccc2)CC1)C1CC(=O)N(c2ccccc2)C1 (stereo not drawn),-8,-2,2,-6,12,1,-3,-3.0
O=c1c2c3c(sc2nc(NCCO)n1Cc1ccco1)CCCCC3,9,-3,32,5,11,2,-12,-0.6
COc1ccc(C)cc1N(CC(=O)NC1CCCC1)C(=O)CCC(=O)Nc1nc(C)cs1,0,4,-20,-2,5,5,-7,-0.3
COc1ccc(C(C(=O)NC(C)(C)C)N(C(=O)CCC(=O)Nc2cc(C)on2)c2ccccc2F)cc1 (stereo not drawn),2,3,-9,8,-6,1,-7,-1.3
Cc1cc2oc(=O)cc(CN3CCN(Cc4ccccc4)CC3)c2cc1O,14,-1,-7,8,-4,1,1,-3.8
CCN1CNC(=S)N(C(C)c2ccccc2)C1 (stereo not drawn),-8,1,-19,-9,.,-17,.,-0.3
Cc1nn(Cc2c(Cl)cccc2Cl)c(C)c1NC(=O)/C=C/c1cnn(C)c1C,-3,0,.,.,3,-3,0,.

# Reformatted: entries from further up.
SMILES: O=C(NCCS(=O)(=O)N1CCN(c2ccccc2)CC1)C1CC(=O)N(c2ccccc2)C1 (stereo not drawn)
  miR122 inh: -8; Cneo AK release: -2; INS-1E GSIS act: 2; FN deposition inh: -6; C2C12 statin: 12; PglD DTNB: 1; PGC1a acetyl inh: -3; CFTR F508del cor: -3.0
SMILES: COc1ccc(C)cc1N(CC(=O)NC1CCCC1)C(=O)CCC(=O)Nc1nc(C)cs1
  miR122 inh: 0; Cneo AK release: 4; INS-1E GSIS act: -20; FN deposition inh: -2; C2C12 statin: 5; PglD DTNB: 5; PGC1a acetyl inh: -7; CFTR F508del cor: -0.3
SMILES: O=c1c2c3c(sc2nc(NCCO)n1Cc1ccco1)CCCCC3
  miR122 inh: 9; Cneo AK release: -3; INS-1E GSIS act: 32; FN deposition inh: 5; C2C12 statin: 11; PglD DTNB: 2; PGC1a acetyl inh: -12; CFTR F508del cor: -0.6
SMILES: Cc1cc(NS(=O)(=O)c2ccc(NC(=O)CCCOc3ccccc3C)cc2)nc(C)n1
  miR122 inh: 15; Cneo AK release: 0; INS-1E GSIS act: -2; FN deposition inh: -3; C2C12 statin: 14; PglD DTNB: 1; PGC1a acetyl inh: 23; CFTR F508del cor: 1.8

# Additional records.
SMILES,miR122 inh,Cneo AK release,INS-1E GSIS act,FN deposition inh,C2C12 statin,PglD DTNB,PGC1a acetyl inh,CFTR F508del cor
CCOc1cccc(-c2c(C(=O)N/N=C/c3ccncc3)nnn2-c2nonc2N)c1,8,-1,-10,2,-2,2,8,0.3
Cc1ccc(N(C(=O)CCC(=O)Nc2cc(C)on2)C(C(=O)NC2CCCC2)c2ccncc2)cc1 (stereo not drawn),-5,0,.,-7,.,3,-7,.
COc1ccc(OCCCN(C)Cc2ccccc2)cc1,2,9,20,-5,-9,11,11,-1.2
C[C@@H]1CN([C@@H](C)CO)C(=O)c2cc(C#CC(C)(C)O)cnc2O[C@H]1CN(C)Cc1cncnc1,3[16.7 µM],-6,0,10,-15,3,-6,2.8
O=C(N[C@@H]1CC[C@@H](CCNC(=O)c2cnccn2)O[C@@H]1CO)c1ccc2c(c1)OCO2,-4[16.7 µM],3,6,-4,7,1,12,0.3
CCOc1ccc(N2CC(C(=O)NNC(=O)c3ccc(Br)cc3)CC2=O)cc1 (stereo not drawn),.,5,41,-5,-2,-2,-3,-3.4
CCC(C)n1c(=S)[nH]c2c(sc3ccc([N+](=O)[O-])cc32)c1=O (stereo not drawn),6,-6,-2,7,.,1,.,0.8
CCn1c(SCC(=O)c2ccc(OC)cc2)nnc1C1CC1,-4,1,.,5,.,-6,-8,.
COC(=O)CSc1nc(NC(C)C)nc(N(C)C)n1,-5,0,48,6,5,-7,-8,0.5
COCCN(C(=O)C1=COCCO1)c1c(N)n(Cc2ccccc2)c(=O)[nH]c1=O,.,8,16,-1,-10,-2,.,1.2
CCOC(=O)C1CCN(C(=O)Cn2cc(C#N)c3ccccc32)CC1,-2,-1,.,.,100*,-3,-1,.
C[C@H](CO)N1C[C@H](C)[C@@H](CN(C)C(=O)Nc2cccc3ccccc23)Oc2ccc(NS(=O)(=O)c3ccccc3)cc2C1=O,0[16.7 µM],-6,11,.,16,2,-7,0.1
CCCCCn1nc(C(=O)N(CC)c2c(N)n(CCCC)c(=O)[nH]c2=O)c2ccccc2c1=O,3,-1,6,-8,3,1,.,0.1
COc1ccccc1CNC(=O)c1ccccc1NC(=O)C1=C(C)OCCS1,4,-7,3,9,-7,-1,4,0.7
Cc1cc2c(ccc3[nH]onc32)n1,-5,0,.,-15,12,-1,-20,.
C[C@H](CO)N1C[C@H](C)[C@H](CN(C)Cc2ccc(Oc3ccccc3)cc2)Oc2c(NS(=O)(=O)c3cn(C)cn3)cccc2C1=O,-1[16.7 µM],1,3,-5,-10,2,11,-2.0
C[C@H](NC(=O)C[C@@H]1C[C@H]2c3cc(NC(=O)C4CCC4)ccc3O[C@H]2[C@H](CO)O1)c1ccccc1,-1[16.7 µM],6,-6,-7,-2,3,-4,1.5
OCC[C@@H]1C[C@H](O)[C@@H](O)[C@@]2(OCc3ccc4ccccc4c32)O1,-1,1,4,-14,-11,3,-2,-1.7
COCCn1c(NCc2ccco2)nc2c1c(=O)[nH]c(=O)n2C,1,.,11,-1,.,.,-3,1.3
CNC(=O)C[C@H]1CC[C@H]2[C@@H](COC[C@@H](O)CN2S(=O)(=O)c2cccc(Cl)c2)O1,38[16.7 µM],4,14,3,-14,6,-9,3.2
CCCn1c(SCC(=O)NCc2ccc(OC)cc2)n[nH]c1=O,0,2,-1,.,13,5,6,0.2
Cc1ccc(CN2CCc3c(OCc4ccc(F)cc4)cccc3C2=O)cc1,-2,4,-35,0,.,-2,16,.
NC(=O)c1ccc(NCCc2ccccc2)c([N+](=O)[O-])c1,-6,-1,40,12,4,-2,.,-1.8
O=C(NNS(=O)(=O)c1ccccc1[N+](=O)[O-])c1ccccc1[N+](=O)[O-],-5,3,8,1,.,3,0,-0.6
CO[C@@H]1CN(C)C(=O)c2cc(NC(=O)C3CCC3)ccc2OC[C@@H](C)N(Cc2cccnc2)C[C@H]1C,.,73,3,6,-9,0,-10,-0.1
# The list continues.
SMILES,miR122 inh,Cneo AK release,INS-1E GSIS act,FN deposition inh,C2C12 statin,PglD DTNB,PGC1a acetyl inh,CFTR F508del cor
C=CCSC1=C(C#N)C2(CCCCC2)C(C#N)C(=O)N1 (stereo not drawn),-7,-1,.,17,10,1,-7,.
CCC(C)(C)n1nnnc1C(c1ccccc1F)N1CCN(C(=O)c2ccco2)CC1 (stereo not drawn),.,-3,1,2,3,-4,.,-2.8
CCC(C)c1ccccc1N1CC(C(=O)N(C)CC(=O)Nc2cccc(F)c2)CC1=O (stereo not drawn),2,1,-43,3,-18,3,3,-3.5
CCCCn1c(SCC(=O)OCC)nc2c1c(=O)[nH]c(=O)n2C,1,-1,.,1,-1,2,.,-1.5
Cc1ccc(-c2ccc(CCC(=O)O)n2NC(N)=S)cc1,-4,0,-4,-11,.,1,3,.
NC(=O)C1CCN(C(=O)COCc2cc(-c3ccc4c(c3)OCO4)on2)CC1,-8,0,-2,-6,-15,-2,10,-0.1
CCNC(=O)NC(=O)C(C)OC(=O)c1oc2ccccc2c1CSC1CCCCC1 (stereo not drawn),-5,-2,108*,.,.,0,0,.
O=C(CN1CCOCC1)Nc1ccc(Br)cc1,-2,4,30,-5,1,6,-10,3.8
CCC(=O)N1[C@@H]2Cn3c(ccc(C4=CCCCC4)c3=O)[C@H]1[C@@H](C(=O)N[C@H](C)c1ccccc1)[C@@H]2CO,-5[16.7 µM],93*,-5,.,-15,5,.,-3.9
Cc1cc(C(=O)COc2ccc([N+](=O)[O-])cc2)c(C)n1C1CC1,-9,-2,26,2,-19,1,2,-1.1
C[C@@H]1CN([C@@H](C)CO)S(=O)(=O)c2ccc(C3=CCCC3)cc2O[C@H]1CN(C)C(=O)CC1CC1,-1[16.7 µM],-1,-11,.,-13,9,0,2.1
O=C(O)c1ccc(NS(=O)(=O)c2ccc(NC(=O)c3ccccc3Cl)cc2)cc1,-5,1,13,3,-1,0,1,-0.8

# Assay outcomes as filed in PubChem.
